ERp5 block: inhibitors of ERp5-driven insulin aggregation, primary screen, biochemical, turbidity, absorbance 650 nm, single point; inhibition, % at 9.99 µM; Protein disulfide-isomerase A6 (Homo sapiens), Q15084; 90 min; AID 651711, 2012; 350,000 tested, 0.05% active;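 active = mean replicate inhibition above about 25%, with every replicate also reaching it, limit read from the data, passing the limit was not always enough; inconclusive = only one of those two criteria met; inactive = neither criterion met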
Target sequence (Q15084 whole entry, looked up): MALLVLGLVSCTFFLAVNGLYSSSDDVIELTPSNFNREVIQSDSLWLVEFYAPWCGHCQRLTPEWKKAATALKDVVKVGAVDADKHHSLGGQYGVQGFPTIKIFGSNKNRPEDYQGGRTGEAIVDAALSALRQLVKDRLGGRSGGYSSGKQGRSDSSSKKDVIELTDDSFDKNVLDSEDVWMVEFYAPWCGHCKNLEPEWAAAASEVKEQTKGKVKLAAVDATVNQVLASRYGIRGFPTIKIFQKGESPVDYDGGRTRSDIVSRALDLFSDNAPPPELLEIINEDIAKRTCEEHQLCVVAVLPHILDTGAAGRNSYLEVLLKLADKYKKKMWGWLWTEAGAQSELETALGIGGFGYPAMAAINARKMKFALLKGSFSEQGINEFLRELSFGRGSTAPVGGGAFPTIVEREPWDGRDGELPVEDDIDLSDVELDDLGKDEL
ARNT TACC3 PPI: disruptors of ARNT/TACC3 protein interaction, primary screen, biochemical, AlphaScreen, single concentration. AlphaScreen His-ARNT PAS-B/GST-TACC3 binding, luminescence; TACC3 fragment carries E629A point mutation. Transforming acidic coiled-coil-containing protein 3 (Homo sapiens), Q9Y6A5. AID 623870, 2012. inhibition, % at 9.99 µM. 390,000 tested, 0.66% active;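 active = mean inhibition of replicates at least 50% and at least half of replicates each reaching 50%; inconclusive = half or more replicates reach 50% but mean below 50%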;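 note: 0% = complete ARNT plus TACC3 wells and 100% = ARNT alone without TACC3; many hits fall short of the cut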
EWS-Fli inh: EWS/Fli-driven NR0B1 reporter inhibitors, primary screen, A673 cells, NR0B1 luciferase, luminescence, MLPCN library. viability-normalised. inhibition, % at 12.6 µM. 350,000 tested, 0.67% active;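 active = mean inhibition of at least 50% after viability correction, with every replicate also passing that limit; inconclusive = mean reaches 50% but only one of two replicates passes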;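 note: firefly luciferase signal divided by Alamar Blue viability fluorescence both relative to DMSO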
F508del corr: F508del CFTR correction, initial screen, CFBE line, single point. 350,000 tested, 0.36% active. CFBE cells, YFP halide quenching; stimulated with forskolin plus potentiator P3; % fluorescence drop versus neutral controls. activity (quench increase), % at 7.58 µM;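 active = mean added fluorescence quench of at least 8% versus neutral control, with both replicates also reaching 8%; inconclusive = only one of the mean or replicate conditions met; inactive = mean below 8% and not both replicates reaching 8%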;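 note: cells transiently co-express mutant CFTR-F508del with the halide-sensitive YFP; corrector assay measuring rescue of mutant channel to the surface after 24 h compound exposure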
GSIS activator: GLuc luminescence reporter in INS-1E cells, primary screen for activators of glucose-dependent secretion of insulin. INS-1E GLuc reporter insulin secretion, 2-3 h. activation, % at 16.6 µM. 370,000 tested, 0.61% active;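 active = lowest replicate activation of at least 40%, so every replicate reaches that level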;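 note: 0% = median of neutral control wells and 100% = median of IBMX positive control wells; some compounds called inactive have numbers as strong as hits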
DENV2 CPE rescue: inhibitors of DENV2 cytopathic effect, primary screen, cell-based, plate reader, single concentration; DENV2-infected cells, cytopathic effect rescue; CPE inhibition, % at 9.99 µM; 350,000 tested, 1.7% active; in the data active = CPE inhibition above about 20%, passing the limit was not always enough; inconclusive = no clear call, values can overlap the other calls; tested in BHK-21 cells;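 note: 0% = median of neutral control wells and 100% = median of positive control wells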
PAX8 reporter: inhibitors of PAX8-driven TPO luciferase reporter, primary screen, RMG-I cells, single concentration | inhibition, % at 12.6 µM | SteadyGlo, 24 h | 360,000 tested, 1.2% active;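 active = mean replicate inhibition at least 60% with every replicate also reaching 60%; inconclusive = only one of the two criteria is met; inactive = mean below 60% and not all replicates reaching 60%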;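 note: luciferase light reporting Pax8 driven TPO promoter activity; plate controls were median of neutral control wells for no effect and mitoxantrone controls for full effect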
Xi reactivation: activators of inactive X chromosome reactivation, primary screen, imaging, XiGFP fibroblasts, GFP high-content imaging, set 2; XiGFP mouse fibroblasts, % GFP-positive cells imaging, 3 d; cells co-treated with 5-aza-dC sensitizer; scaled so ellipticine positive control = 100%; activation, % at 7.58 µM; 360,000 tested, 0.055% active; AID 743238, 2013;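 active = mean normalized replicate activation at least 10% and every replicate at or above 10%; inconclusive = only one of the two criteria met; inactive = mean below 10% and not all replicates reach 10%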;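 note: 0% = median of on-plate neutral control wells and 100% = ellipticine 6 µM median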
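System: SV40-immortalized XiGFP fibroblast cells, line 68-5-11 / Incubation: 3-day compound exposure, then 15 min fixation at room temperature / Compound: single concentration per compound, delivered by pin transfer / Buffer or medium: DMEM plus 5-aza-dC sensitizer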
The depositor's hits bear a star; ? = inconclusive; nt = no result given; & = joins results of further samples.

No.	Molecule	ERp5 block	ARNT TACC3 PPI	EWS-Fli inh	F508del corr
1	COc1cc2c(cc1OC)[C@@H](NC(=O)C(C)C)[C@H](OCc1ccccc1)C2	2	-4	-37	4.9
2	CC=Cc1ccc2n(c1=O)C[C@@H]1[C@@H](CO)[C@H](C(=O)NCc3ccncc3)N(Cc3cncnc3)[C@H]21 (mixture of isomers)	2	-1	1	1.4
3	C[C@@H]1CN([C@@H](C)CO)C(=O)Cc2cc(NC(=O)C3CCCCC3)ccc2O[C@@H]1CN(C)C(=O)Nc1cccc2ccccc12	-2	3	4	-2.4
4	COc1ccc(OCCN2C(=O)NC3(CCc4ccccc4C3)C2=O)cc1 (stereo not drawn)	-3	-4	-1	-0.2
5	O=C(CN(CC1CCCO1)C(=O)CNS(=O)(=O)c1ccccc1)NCc1ccc(F)cc1 (stereo not drawn)	0	nt	-6	0.8
6	CC(C)(C)OC(=O)C[C@H]1C/C=C\C[C@H](CC(=O)N[C@H](CO)Cc2ccccc2)C(=O)N[C@@H](Cc2ccccc2)COC1=O	7	-6	-2	0.6
7	CO[C@H]1CC[C@H]2CCN(C)C(=O)[C@H](C)[C@@H](OC)CN(C)C(=O)c3cccc(C#N)c3OC[C@H]1O2	4	-2	-9	-0.6
8	S=C1SCCN1Cc1ccccc1	1	1	-6	1.8
9	COCC(=O)Nc1ccc2c(c1)C(=O)N(C)[C@@H]1CC[C@@H](CC(=O)NCCc3ccccc3)O[C@H]1CO2	2	15	-3	0.1
10	CC(C)(C)OC(=O)C(Cc1ccc(OC(C)(C)C)cc1)NC(=O)CNC(=O)OCc1ccccc1 (stereo not drawn)	0	-1	12	-3.1
11	CCOC(=O)N1CCN(C(C(=O)NC2CCCC2)c2cccc(OC)c2OC)CC1 (stereo not drawn)	7	nt	-1	1.4
12	CC(=O)N1[C@H](CN(C)C(=O)C2CCC2)[C@@H](c2ccccc2)[C@@H]1CO	-2	5	3	-2.7
13	Cc1ccc2nc(-c3ccccc3)c(CN3CCN(c4ccccc4F)CC3)n2c1	nt	39	nt	nt
14	O=C(OCC(=O)N1CCCc2ccccc21)c1ccc(F)c(S(=O)(=O)N2CCOCC2)c1	-2	1	6	-1.1
15	COc1ccc(C2=NN(CCC(=O)NC3CCC(C)CC3)C(=O)CC2)cc1 (stereo not drawn)	0	5	-6	2.0

No.	GSIS activator	DENV2 CPE rescue	PAX8 reporter	Xi reactivation
1	9	3	?	0.1
2	4	0	nt	0.2
3	-10	14	nt	-0.7
4	-6	nt	7	0.0
5	23	2	8	0.4
6	5	-6	-4	0.0
7	6	3	4	0.1
8	9	3	1	0.0
9	4	-6	-15	0.2
10	-15	77*	10	0.0
11	20	-10	2	0.0
12	3	-4	-3	0.5
13	-5	nt	42	0.0
14	-7	-14	1	-0.1
15	-6	-3	-11	0.1

Part of the list above, as a markdown table:
| nr | smiles | ERp5 block | ARNT TACC3 PPI | EWS-Fli inh | F508del corr | GSIS activator | DENV2 CPE rescue | PAX8 reporter | Xi reactivation |
| --- | --- | --- | --- | --- | --- | --- | --- | --- | --- |
| 11 | CCOC(=O)N1CCN(C(C(=O)NC2CCCC2)c2cccc(OC)c2OC)CC1 (stereo not drawn) | 7 | nt | -1 | 1.4 | 20 | -10 | 2 | 0.0 |
| 12 | CC(=O)N1[C@H](CN(C)C(=O)C2CCC2)[C@@H](c2ccccc2)[C@@H]1CO | -2 | 5 | 3 | -2.7 | 3 | -4 | -3 | 0.5 |

Continued.
No.	Molecule	ERp5 block	ARNT TACC3 PPI	EWS-Fli inh	F508del corr
16	C[C@H]1CN([C@@H](C)CO)C(=O)c2cc(-c3cccc(C#N)c3)cnc2O[C@H]1CN(C)C	6	-5	-9	0.6
17	OC(COc1ccccc1)CN1CCCCCC1 (stereo not drawn)	-5	23	-7	1.1
18	COc1ccc(C(=O)CSc2nnc3ccccn23)cc1OC	2	-5	-4	2.2
19	COCC(=O)Nc1ccc2c(c1)OC[C@H](C)N(C(C)=O)C[C@H](C)[C@@H](OC)CN(C)C2=O	-9	nt	nt	0.0
20	Cc1ccc(S(=O)(=O)N(C)C[C@@H]2OCc3cnnn3CCCC(=O)N([C@H](C)CO)C[C@@H]2C)cc1	-1&0	-4	-5&-5&2	-6.2&-0.3&1.0
21	CC(=O)[C@@]1(O)CCC2C3CC[C@H]4C[C@@H](O)CC[C@]4(C)C3CC[C@@]21C (stereo partly drawn)	5	-35	-2	-0.3
22	C=CCNC(=O)c1onc(CSc2cccc(OCC)c2)c1C(=O)O	0	4	-7	2.6
23	C[C@@H]1CN([C@@H](C)CO)C(=O)c2cc(NC(=O)CCN3CCOCC3)ccc2O[C@@H]1CN(C)C(=O)Nc1ccc(C(F)(F)F)cc1	-5	2	-11	3.8
24	CCc1ccc(OCC(=O)Nc2ccc(CN3CCCCC3)cc2)cc1	-7	nt	-3	2.3
25	C[C@@H]1CN([C@@H](C)CO)C(=O)c2cccc(NC(=O)C3CCOCC3)c2O[C@@H]1CN(C)S(=O)(=O)c1cn(C)cn1	-2	-11	0	-1.7
26	C[C@H]1CN([C@@H](C)CO)C(=O)c2cc(C#Cc3ccccc3F)cnc2O[C@@H]1CN(C)S(=O)(=O)c1ccccc1F	0	-5	3	3.2
27	COc1cc(C(=O)Nc2nc(-c3cc(C)ccc3C)c(C)s2)ccc1OCC(=O)Nc1ccc(F)cc1	2	4	9	nt
28	O=C(c1cccc(F)c1)N1C[C@@H]2[C@H](c3ccccc31)[C@H](CO)N2C(=O)C1CCCC1	2	-8	-2	1.6
29	COC(=O)c1ccc(NC(=O)CSc2nnc(-c3cccnc3)o2)cc1	-1	-4	-3	1.7
30	COc1ccc(NS(=O)(=O)c2cccc(NC(=O)COc3ccccc3[N+](=O)[O-])c2)cc1	-2	-1	0	-0.5

No.	GSIS activator	DENV2 CPE rescue	PAX8 reporter	Xi reactivation
16	8	-9	nt	0.4
17	-12	2	-30	0.1
18	24	-3	-14	0.3
19	-1	-11	nt	0.2
20	4&17	-2&-15	18&3&-4	0.1&-0.1
21	11	-2	nt	0.0
22	2	5	-6	0.0
23	2	-5	nt	-0.1
24	23	-3	2	0.3
25	23	14	nt	-0.2
26	-11	-5	nt	-0.4
27	-6	-8	9	0.3
28	6	-5	-27	0.0
29	-7	8	-18	0.1
30	-3	3	nt	-0.1

Full records, looked up by structure. Screens in order: ERp5 block	ARNT TACC3 PPI	EWS-Fli inh	F508del corr	GSIS activator	DENV2 CPE rescue	PAX8 reporter	Xi reactivation
COCC(=O)Nc1ccc2c(c1)OC[C@H](C)N(C(C)=O)C[C@H](C)[C@@H](OC)CN(C)C2=O as listed: -9	nt	nt	0.0	-1	-11	nt	0.2
CC(=O)[C@@]1(O)CCC2C3CC[C@H]4C[C@@H](O)CC[C@]4(C)C3CC[C@@]21C (stereo partly drawn) as listed: 5	-35	-2	-0.3	11	-2	nt	0.0
C[C@@H]1CN([C@@H](C)CO)C(=O)c2cc(NC(=O)CCN3CCOCC3)ccc2O[C@@H]1CN(C)C(=O)Nc1ccc(C(F)(F)F)cc1 as listed: -5	2	-11	3.8	2	-5	nt	-0.1
COc1cc(C(=O)Nc2nc(-c3cc(C)ccc3C)c(C)s2)ccc1OCC(=O)Nc1ccc(F)cc1 as listed: 2	4	9	nt	-6	-8	9	0.3
C[C@@H]1CN([C@@H](C)CO)C(=O)c2cccc(NC(=O)C3CCOCC3)c2O[C@@H]1CN(C)S(=O)(=O)c1cn(C)cn1 as listed: -2	-11	0	-1.7	23	14	nt	-0.2

(listing goes on)
No.	Molecule	ERp5 block	ARNT TACC3 PPI	EWS-Fli inh	F508del corr
31	CCOP(=O)(OCC)C(NC(=O)c1ccc(OC)cc1)c1ccccc1 (stereo not drawn)	-9	nt	0	-2.0
32	CCc1ccc(NC(=O)C(=O)NCCN2CCN(S(C)(=O)=O)CC2)cc1	0	3	-3	-1.3
33	CC1(C)O[C@@H]2[C@H](O1)[C@@H](COS(=O)(=O)O)O[C@H]2n1cc(Br)c(=O)[nH]c1=O	-2	7	-5	-0.6
34	COCCn1c(-c2ccc(Cl)cc2)cnc1SCC(=O)NCCc1ccc(OC)c(OC)c1	0	11	4	0.2
35	O=c1cc(CSc2nnnn2-c2ccc(O)cc2)nc2sccn12	0	-4	-2	-4.1
36	CC1CCCC(C)N1CCCNC(=O)Cn1ncc2c([nH]c3ccccc32)c1=O (stereo not drawn)	5	-3	nt	0.3
37	CCc1ccc(/C=N/NC(=O)c2nnn(-c3nonc3N)c2CN2CCc3ccccc32)cc1	0	-3	6	-1.5
38	O=C(COc1ccc(Cl)cc1)NCc1n[nH]c(=O)c2ccccc12	-2	-1	3	0.7
39	C[C@@H]1CN([C@@H](C)CO)C(=O)c2cc(-c3ccncc3)cnc2O[C@H]1CN(C)C(=O)CN1CCOCC1	3	-7	-5	-2.1
40	CCCCCCCCc1nnc(NC(=O)c2ccco2)s1	5	-10	13	-1.7
41	CCOC(=O)C1(Cc2ccc(OC)cc2)CCN(C(=O)CCn2ccc(C)n2)CC1	0	-7	-3	nt
42	O=C(COC(=O)c1ccc([N+](=O)[O-])o1)NC1CCCC1	6	48*	-6	-1.7
43	CO[C@H]1CC[C@H]2CCN(C)C(=O)C[C@@H](c3ccccc3)CN(C)C(=O)c3cc(C#N)ccc3OC[C@@H]1O2	nt	nt	4	nt
44	C/C=C/c1ccc([C@H]2[C@@H](CNC(=O)NC(C)C)N(C(=O)C3CCC3)[C@H]2CO)cc1	nt	-4	-1	2.0
45	C[C@H]1CN([C@@H](C)CO)C(=O)c2ccccc2-c2ccccc2CO[C@@H]1CN(C)Cc1ccc(C(=O)O)cc1	nt	-33	11	-2.0

No.	GSIS activator	DENV2 CPE rescue	PAX8 reporter	Xi reactivation
31	18	-5	5	0.4
32	-16	5	0	-0.1
33	12	?	-15	0.0
34	-19	-3	22	-0.1
35	38	-10	5	0.2
36	2	14	8	0.1
37	1	-6	5	0.0
38	20	1	15	0.0
39	1	-3	nt	0.1
40	-39	7	nt	nt
41	12	3	5	0.2
42	-3	0	-16	0.1
43	-1	nt	8	0.0
44	-10	-9	7	0.0
45	20	?	nt	0.2

Compound activity from PubChem.
